Efa HMGR inh = inhibitors of E. faecalis class II HMGR, primary screen, biochemical, Enterococcus faecalis; HMG-CoA reductase (Enterococcus faecalis, mvaE); purified E. faecalis HMGR, NADPH absorbance 340 nm kinetic; inhibition, % at 10 µM; 190,000 compounds, 0.41% hits;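 active = inhibition above a set limit, the median over all tested compounds plus 3 SD, cut at about 9.5% in these data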;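 also: enzyme runs in reverse so mevalonate oxidation gives rising NADPH absorbance; 0% = complete reaction with DMSO and 100% = background rate lacking mevalonate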
PMI act satM6P = human PMI activators, high substrate, primary screen, biochemical, fluorescence intensity, near-saturating mannose 6-phosphate; coupled PMI enzyme assay, resazurin fluorescence, 20 min; hits give high values; 1 = untreated enzyme, 0 = substrate-free blank; AID 1216, 2008; activation factor at 20 µM; 190,000 compounds, 0.34% hits; Mannose-6-phosphate isomerase (Homo sapiens), P34949;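 active = activation factor of 2 or more at 20 µM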
Target sequence (P34949 whole entry, looked up): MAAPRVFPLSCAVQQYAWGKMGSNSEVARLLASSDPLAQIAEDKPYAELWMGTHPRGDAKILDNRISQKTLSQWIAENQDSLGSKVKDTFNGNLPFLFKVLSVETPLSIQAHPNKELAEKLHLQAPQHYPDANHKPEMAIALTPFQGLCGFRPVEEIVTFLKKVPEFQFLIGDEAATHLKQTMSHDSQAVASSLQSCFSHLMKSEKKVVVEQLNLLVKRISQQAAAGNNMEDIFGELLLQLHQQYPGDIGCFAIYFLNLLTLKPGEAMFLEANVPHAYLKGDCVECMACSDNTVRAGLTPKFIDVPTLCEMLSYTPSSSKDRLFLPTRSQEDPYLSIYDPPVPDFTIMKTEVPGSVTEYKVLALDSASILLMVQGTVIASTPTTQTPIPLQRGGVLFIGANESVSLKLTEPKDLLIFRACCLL
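test system = human PMI in coupled enzyme assay | medium = HEPES-buffered pH 7.4 with magnesium and detergent | also added = 1.0 mM mannose-6-phosphate substrate with 0.22 mM NADP+ | compound = 20 µM single dose | times = 20 min incubation at room temperature | measured by = resorufin fluorescence (Ex 544/Em 590 nm) from resazurin via diaphorase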
Diaph inh CS = diaphorase inhibitors and chemical oxidizers, primary screen, counter-screen for diaphorase-coupled primary assays, biochemical, uHTS, resorufin fluorescence. AID 1217, 2008. inhibition, % at 20 µM. 190,000 compounds, 0.69% hits. diaphorase resazurin-to-resorufin fluorescence, NADH, 16 min; bacterial (C. kluyveri) enzyme, not human;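 active = primary screen inhibition at 20 µM above a set limit, cut at about 50% in these data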;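 also: plate controls were DMSO with full reaction for no effect and wells lacking NADH for full effect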
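Assay system: diaphorase enzyme from Clostridium kluyveri. Quantity: enzyme working solution with 0.14 U/mL diaphorase. Schedule: reaction incubation of 16 min at room temperature. Technique: resorufin fluorescence, excitation 544 nm, emission 590 nm. Controls: No-NADH positive control and DMSO neutral control.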
PMI act = activators of human PMI, primary screen, biochemical, fluorescence intensity, near-Km mannose 6-phosphate | Mannose-6-phosphate isomerase (Homo sapiens), P34949 | purified human PMI, coupled resazurin fluorescence, 20 min; hits give high values; 1 = vehicle control, 0 substrate-free wells | activation factor at 20 µM | 190,000 compounds, 0.005% hits;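 active = activation factor of 2 or more at 20 µM, relative to plate controls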
TNAP inh no acc = human TNAP enzyme inhibitors, primary screen, biochemical, luminescent, no phosphate acceptor, uHTS; purified TNAP, CDP-star luminescence, 30 min; inhibition, % at 20 µM; 200,000 compounds, 0.26% hits; AID 1012, 2008;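 active = tissue-nonspecific alkaline phosphatase inhibition above about 50% at 20 µM in the single-dose screen, limit read from the data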;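 also: 0% = DMSO negative control and 100% = EDTA positive control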
Target sequence (P05186 whole entry, looked up): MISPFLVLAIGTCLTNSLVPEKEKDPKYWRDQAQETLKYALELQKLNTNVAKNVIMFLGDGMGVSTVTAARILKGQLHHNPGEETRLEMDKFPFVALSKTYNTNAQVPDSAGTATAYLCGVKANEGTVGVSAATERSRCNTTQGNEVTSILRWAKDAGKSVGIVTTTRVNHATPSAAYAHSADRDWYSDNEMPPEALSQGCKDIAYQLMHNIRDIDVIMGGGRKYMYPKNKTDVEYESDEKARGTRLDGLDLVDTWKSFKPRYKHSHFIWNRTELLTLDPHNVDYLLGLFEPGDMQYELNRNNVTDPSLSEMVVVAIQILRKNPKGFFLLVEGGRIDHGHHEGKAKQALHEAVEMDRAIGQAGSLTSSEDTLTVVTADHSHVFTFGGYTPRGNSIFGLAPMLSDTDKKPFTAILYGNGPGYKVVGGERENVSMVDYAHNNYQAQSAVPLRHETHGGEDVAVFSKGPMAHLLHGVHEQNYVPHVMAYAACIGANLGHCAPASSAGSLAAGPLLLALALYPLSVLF
G6PDH counter = L. mesenteroides G6PDH inhibitors, counter-screen for G6PDH-coupled screening assays, biochemical, Leuconostoc mesenteroides enzyme; 200,000 compounds, 0.12% hits; glucose-6-phosphate dehydrogenase [Leuconostoc mesenteroides]; AID 1020, 2008; inhibition, % at 5 µM; Purified L. mesenteroides G6PDH, diaphorase/resazurin coupled fluorescence, 45 min; in the data active = inhibition above about 50%
Diaphorase act = compounds boosting diaphorase resazurin reduction – biochemical, uHTS, resorufin fluorescence, counter-screen for diaphorase-coupled primary assays, primary screen; Diaphorase/resazurin coupled assay, 16 min; hits give high values; 1 = vehicle wells, 0 = NADH-free wells; activation factor at 20 µM; 190,000 compounds, 0.005% hits;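 active = diaphorase activity raised at least twofold by the compound at 20 µM; inactive = activation factor below 2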
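Material: bacterial diaphorase enzyme (C. kluyveri); amount: enzyme 0.07 U/mL final; reagent: NADH substrate 0.114 mM plus resazurin dye 0.1 mM, final; doses: single compound dose of 20 µM, 1% DMSO final; timing: 16 min enzyme reaction, ambient temperature; measured by: fluorescence of resorufin, 544 nm excitation, 590 nm emission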
TNAP act hiacc = TNAP activators at high phosphate acceptor level, primary screen, biochemical, luminescence, uHTS; activation factor at 20 µM; Alkaline phosphatase, tissue-nonspecific isozyme (Homo sapiens), P05186; AID 1136, 2008; purified TNAP, CDP-star luminescence, 1 M DEA, 30 min; hits give high values; 0 = EDTA background, 1 = DMSO-only activity; 200,000 tested, under 10 active;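 active = activation factor at least 2 at 20 µM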
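Dosing: 20 µM single point. System: human TNAP. Amount: TNAP 1/800 final. Incubation: 30 min, room temperature. Read-out: TNAP activation factor scaled between EDTA and DMSO control wells. Signal: luminescence from CDP-star hydrolysis. Medium: 1 M DEA, pH 9.8, Mg2+, Zn2+. Control set: EDTA negative control, DMSO positive control.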
TNAP inh hiacc = human TNAP enzyme inhibitors, primary screen, biochemical, luminescent, high phosphate acceptor level, uHTS; 200,000 compounds, 0.03% hits; inhibition, % at 20 µM; purified TNAP, CDP-star luminescence, 1 M DEA; Alkaline phosphatase, tissue-nonspecific isozyme (Homo sapiens), P05186;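 active = over 50% inhibition of tissue-nonspecific alkaline phosphatase at 20 µM in the single-dose screen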;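 also: plate controls were DMSO wells for no effect and EDTA-quenched wells as full inhibition for full effect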
FLuc stim CS = FLuc activators, initial screening, artefact control for FLuc-dependent activation tests, biochemical, ATPlite luminescence; ATPlite luciferase biochemical, 10 min; 0 = ATP-free wells, 1 = DMSO control; AID 1027, 2008; 200,000 tested, under 10 active; Luciferin 4-monooxygenase (Photinus pyralis), P08659; activation factor at 10 µM;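 active = luciferase activation factor, scaled between plate controls, of at least 2 with compound at 10 µM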
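System: luciferase plus luciferin reagent, cell-free; medium: PBS as buffer for the ATP substrate; dosing: test compounds dosed from 2 mM stocks in 100% DMSO; timing: 10 min post-reagent at room temperature; measured by: luminescence measurement of luciferase light output; evaluation: luciferase activation, seen as luminescence increase over controls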
Active calls of the source: *.

SMILES	Efa HMGR inh	PMI act satM6P	Diaph inh CS	PMI act	TNAP inh no acc	G6PDH counter	Diaphorase act	TNAP act hiacc	TNAP inh hiacc	FLuc stim CS
C=CCn1c(=O)c2ccc(C(=O)NCc3ccccc3)cc2n(Cc2ccc(C)cc2)c1=O	1.6	1.2	-18.2	1.2	-3.5	14.8	1.2	1.1	-5.8	1.1
Cc1cccc(N2CCN(C(=O)C(Cc3ccccc3)n3cccc3)CC2)c1C (stereo not drawn)	-2.4	0.8	23.7	0.8	-19.9	-33.3	0.8	1.1	-7.0	1.1
COc1cc(Br)cc(C2C3=C(CCCC3=O)N(c3ccc(F)cc3)C3=C2C(=O)CCC3)c1O	-1.8	0.7	39.4	0.9	1.2	23.1	0.6	1	-3.2	1
Cc1ccc(NC(=O)c2ccc(Nc3ccccc3F)nc2)cc1	2.9	0.9	11.3	0.9	-19.0	-0.5	0.9	1	-2.8	1
CC(/C=N/NC(=O)Cc1cccs1)=C\c1ccccc1	0.3	0.9	6.6	0.9	-2.1	5.6	0.9	1	2.3	0.9
CC(CCc1ccccc1)NC(=O)COC(=O)C12CC3CC(CC(Br)(C3)C1)C2 (stereo not drawn)	-0.6	0.8	21.3	0.8	-5.9	2.8	0.8	1	2.7	1
CCOc1ccc(NC(=O)C2CC(=O)N(C)C(=Nc3ccc4c(c3)OCO4)S2)cc1 (stereo not drawn)	-1.2	1	-13.2	0.9	1.9	11.6	1.1	1.1	-6.0	1.1
CCN(CC)CCCC(C)NC1=NCCCCC1 (stereo not drawn)	-8.4	0.9	9.7	1	-14.5	1.9	0.9	1.1	-5.1	1
COc1ccccc1-c1noc(CSc2nc(N)cc(=O)[nH]2)n1	-2.3	1	6.4	0.9	0.0	14.2	0.9	1	-1.8	1
Cc1cc2oc(=O)cc(CSc3nc(N)cc(N)n3)c2cc1C(C)C	3.9	1	10.1	1	-7.2	-3.5	0.9	1	-0.8	1
CCOC(=O)c1cnc(SCC(=O)Nc2ccc3c(c2)OCCO3)nc1N	-1.4	0.9	13.1	0.8	-4.8	2.9	0.9	1	1.1	1
O=C(NC(Cc1ccccc1)C(=O)O)/C(=C\c1ccco1)NC(=O)c1ccccc1Br (stereo not drawn)	-4.3	1	0.9	1.1	-20.2	11.2	1	1	-0.5	1
CC(=O)N1CCN=C1SCc1ccc(Cl)cc1	-0.6	0.9	12.0	0.9	-7.5	-16.4	0.9	1.1	-6.2	1
CC(C)C(Sc1nc(-c2ccccc2)cc(-c2ccccc2)c1C#N)C(=O)O (stereo not drawn)	3.9	0.8	12.1	1	-3.4	17.9	0.9	1.1	-5.2	1
COc1ccc(OCC(=O)OC(C)CN2CCOCC2)cc1 (stereo not drawn)	-0.9	1.1	7.4	1	-3.1	5.4	0.9	1	1.6	1
CCOC(=O)Cn1c(C(=O)OCC)cc2sccc21	-0.6	1	-9.2	1.1	-3.9	-5.6	1.1	1	2.2	1
Cc1cccc(NC(=S)N/N=C/c2cccc([N+](=O)[O-])c2)c1	2.6	0.9	8.7	0.9	-9.1	-55.5	0.9	1	-0.2	1
Cc1cccc(C)c1NC(=O)Cn1c(=O)n(CCCC(=O)NCc2ccco2)c(=O)c2sccc21	-8.2	0.9	15.4	0.9	-3.8	5.9	0.8	1	-0.4	1
O=C(Nc1cccc(NC(=O)c2cccnc2Cl)c1)c1ccco1	2.5	1	2.9	1	0.3	2.7	1	1	-1.3	1
Cc1nn(C)c(Oc2cccc(Cl)c2)c1C(=O)O	-4.2	0.8	17.9	0.8	-15.1	20.6	0.8	1	-3.3	1
N#Cc1cc(-c2ccccc2)nnc1Oc1ccccc1Cl	-2.9	1	10.6	1	-9.7	0.9	0.9	1	-4.3	1
Cc1ccnc(NS(=O)(=O)Cc2ccccc2)c1	3.9	0.9	3.5	1	0.9	9.8	1	1.1	-5.0	1.1
O=[N+]([O-])c1nn(-c2ccc3c(c2)OCCO3)n(O)c1=NC1CCCCCC1	1.8	0.9	16.9	0.9	-0.4	0.0	0.8	1	4.1	1
Cc1cc(=O)[nH]c(SCC(=O)Nc2ccc(S(=O)(=O)N3CCCCC3)cc2)n1	-4.7	1	-0.3	0.9	-4.4	-6.0	1	1	0.2	1
O=c1c2c3c(sc2n(CCN2CCCC2)c(=O)n1Cc1ccco1)CCCCC3	3.0	1	-9.9	0.9	-6.8	-12.6	1.1	1	-2.2	1.1
Cc1occc1-c1nnc(SCC(=O)Nc2ccccn2)o1	-2.0	1.1	1.8	1.1	-34.0	0.9	1	1	-1.2	1.1
CCc1nn(C)c(N)c1C	-4.1	0.9	9.7	0.9	0.2	15.0	0.9	1	0.3	1
CC(C)Nc1nnc(SCC(=O)c2c[nH]c3ccccc23)s1	1.8	1	11.0	0.8	-3.7	1.9	0.9	1	-0.2	1
NC(=O)c1c(NC(=O)C2c3ccccc3Oc3ccccc32)sc2c1CCCCC2	-2.8	0.9	11.8	1	-13.7	1.6	0.9	1	-0.3	1
O=C(CN1CCN(Cc2ccccc2)CC1)N/N=C/C=C/c1ccco1	-1.4	0.8	9.2	1	-24.9	-13.7	0.9	1	0.0	1.1
O=C(Nc1ccc(F)cc1)c1oc2ccccc2c1NC(=O)C1CCCC1	-2.4	1	3.7	1	-6.8	10.2	1	1	-2.8	1
O=C(Cc1c[nH]c2ccccc12)NCc1ccc2c(c1)OCO2	2.6	1	4.7	1.1	-12.8	3.6	1	1.1	-5.5	0.9
Cc1ccc(OCc2ccc(Br)cc2)c([N+](=O)[O-])n1	1.0	0.9	12.0	0.9	-1.3	2.2	0.9	1	-0.7	0.8
Cn1cccc1/C=C1\SC(=O)N(CC(=O)Nc2ccc(Cl)cc2)C1=O	-3.5	0.9	7.7	0.8	0.3	3.4	0.9	1	2.7	1
Cc1cc(NC(=O)c2ccc(Cl)cc2)c(C)cc1O	-1.8	0.8	18.9	0.9	-2.3	14.6	0.8	1	-0.3	0.5
Cc1cccc(C(=O)NCCNc2nc3cc(C)c(C)cc3cc2C)c1	-4.0	0.9	2.1	0.8	0.2	25.8	1	1	-3.9	1
Cc1ccc(CC(=O)Nc2nc3ccccc3[nH]2)cc1C	4.7	1.1	-1.4	1	-15.0	3.6	1	1	-4.1	1
O=C1C2CCCN2C(c2ccc(Br)cc2)N1c1ccc(F)cc1 (stereo not drawn)	0.8	1	15.0	1	-19.8	0.5	0.8	1.1	-6.2	1.1
COc1ccc(NC(=O)C2CCCCN2S(=O)(=O)c2ccc(F)cc2)c(OC)c1 (stereo not drawn)	0.8	1	0.8	1	-5.7	-2.1	1	1	3.3	1
O=C(COC(=O)C1CSC2(c3ccc(F)cc3)CCC(=O)N12)NC(=O)NC1CCCC1 (stereo not drawn)	-4.8	1.1	-6.9	1.1	-1.2	4.1	1.1	1.1	-8.5	1
COc1ccc(S(=O)(=O)Nc2ccc(C(F)(F)F)cc2)cc1OC	-1.5	0.8	18.5	0.8	-6.3	-2.4	0.8	1	0.0	1
Cc1ccc(NC(=O)NC2CCN(CC(=O)Nc3nccs3)CC2)cc1	4.4	1.1	-7.5	1.1	-5.1	12.5	1.1	1	-4.5	1
Cc1ccccc1N1CC(=O)N(c2ccccc2C)CC1=O	1.0	1	10.6	1	-3.3	6.2	0.9	1	0.2	1
CCOCCCNC(=O)C(=O)NCCCOCC	0.3	1	14.2	0.9	5.2	6.2	0.9	1	-2.0	1.2
Clc1cccc(Cl)c1Cn1cnc2c(N3CCCCCC3)ncnc21	-2.4	0.9	21.4	0.8	-3.5	-7.2	0.8	1	1.2	1
CC1CCCCN1CCNC(=O)C1CCN(S(=O)(=O)c2cccc3cccnc23)CC1 (stereo not drawn)	-4.7	1	6.3	0.9	-9.3	-27.7	0.9	1	-2.6	1
O=C(O)CCc1ccc(-c2ccccc2)n1CC(=O)O	-1.0	1.2	-2.3	1.1	-11.0	-4.7	1	1	-2.6	1.1
CN1CCN(C(=S)NC(=O)c2ccc(C(C)(C)C)cc2)CC1	-0.3	1	3.1	1	-1.2	2.2	1	1.1	-5.4	0.9
Cc1cc(NS(=O)(=O)c2ccc(NC(=S)NC(=O)c3ccc(Br)cc3)cc2)no1	-6.4	0.9	32.3	0.7	17.9	2.0	0.7	1	0.0	1.1
COc1ccc(NC2CS(=O)(=O)CC2NCc2ccccc2)cc1 (stereo not drawn)	-1.1	0.8	14.9	1	-10.1	7.3	0.9	1	-3.5	1
CC(=O)Nc1c(C#N)c(C(C)(C)C)cn1C	1.6	1	12.1	0.9	-8.5	-2.0	0.9	1	-3.5	1
CC1=NNC(=O)C1CC(=O)N/N=C(/C)c1cccc([N+](=O)[O-])c1 (stereo not drawn)	7.7	1	16.3	1	-7.7	4.1	0.8	1	-0.7	1

Arranged by formula weight (falling): some entries from above.
SMILES	Efa HMGR inh	PMI act satM6P	Diaph inh CS	PMI act	TNAP inh no acc	G6PDH counter	Diaphorase act	TNAP act hiacc	TNAP inh hiacc	FLuc stim CS
CC1=NNC(=O)C1CC(=O)N/N=C(/C)c1cccc([N+](=O)[O-])c1 (stereo not drawn)	7.7	1	16.3	1	-7.7	4.1	0.8	1	-0.7	1
O=C(O)CCc1ccc(-c2ccccc2)n1CC(=O)O	-1.0	1.2	-2.3	1.1	-11.0	-4.7	1	1	-2.6	1.1
CC(=O)Nc1c(C#N)c(C(C)(C)C)cn1C	1.6	1	12.1	0.9	-8.5	-2.0	0.9	1	-3.5	1

Screens (PubChem)
